# GPR55 activation = selective activators of receptor GPR55 – imaging, U2OS cells, beta-arrestin-GFP redistribution, primary screen (AID 1961); U2OS GPR55 beta-arrestin-GFP redistribution imaging; higher % means a stronger effect; activation, % at 10 µM, or EC50 in µM where a hit was titrated; 0.048% of 290,000 active;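 active = activation above 40% with more than 50 cells counted in the well; inconclusive = wells holding fewer than 50 cells, flagged as toxic or sparse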;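 also: U2OS osteosarcoma cells stably expressing GPR55 and beta-arrestin-GFP; plate controls were DMSO negative control for no effect and LPI positive control for full effect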
# Myeloid diff 2 = myeloid differentiation induction. AID 624256. calls only at 10 µM. 1% of 360,000 active. ER-HoxA9 myeloid progenitors, lysozyme-GFP differentiation, flow cytometry;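 active = normalized GFP-positive differentiation at or above the plate's own cutoff, the solvent-only control mean plus 3 SD; inconclusive = no clear call, values can overlap the other calls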;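 also: cells exposed to compound for four days before flow analysis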
# NOD1 NF-kB reporter = NOD1 signaling inhibitors, primary screen, cell-based, luminescence, uHTS (AID 1578). NOD1-driven NF-kB luciferase reporter cells, luminescence; higher % means a stronger effect. inhibition, % at 4 µM, or EC50 in µM where a hit was titrated. 1% of 290,000 active; in the data active = inhibition mostly above about 36%, no sharp cut-off; inactive = mostly below about 34%;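 also: HEK-293T reporter cells stimulated with the NOD1 agonist gamma-tri-DAP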
# GPR35 arrestin U2OS = GPR35 antagonists blocking zaprinast-driven arrestin recruitment, primary screen, imaging, U2OS, beta-arrestin-GFP, zaprinast agonist (AID 2058). U2OS GPR35 beta-arrestin-GFP translocation imaging, zaprinast antagonism; higher % means a stronger effect. one-dose inhibition, % at 10 µM; IC50 in µM for titrated hits. 0.052% of 290,000 active;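 active = inhibition of at least 50% with at least 30 cells and total cytoplasm GFP at most 10,000,000; inconclusive = under 30 cells or total GFP of 10,000,000 plus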
# KOR beta-arrestin-1 = kappa opioid receptor blockers – cell-based, luminescence, uHTS (AID 1778) | KOR beta-arrestin recruitment, luminescence, antagonist mode; higher % means a stronger effect | inhibition, % at 10 µM, or IC50 in µM where a hit was titrated | 0.091% of 290,000 active; also: strong numbers were not always called active
# HIV fusion peptide = inhibitors of HIV fusion peptide binding, primary screen, biochemical, uHTS, fluorescence dequenching (AID 1986) | cell-free peptide binding, fluorescence dequenching, 30 min; higher % means a stronger effect | 0.3% of 290,000 active | inhibition, % at 20 µM, or IC50 in µM where a hit was titrated; in the data active = inhibition mostly above about 52%, no sharp cut-off; inactive = mostly below about 76%; also: some results filed as inactive read as strong as hits
# KOR beta-arrestin-2 = KOR agonists, beta-arrestin recruitment, primary screen, cell-based, luminescence, uHTS (AID 1777) | KOR beta-arrestin recruitment, luminescence; higher % means a stronger effect | activation, % at 10 µM; hits with a dose series show EC50 in µM | 0.02% of 280,000 active; in the data active = activation above about 50%, passing the limit was not always enough; also: a part of the inactive calls stands beside numbers as strong as those of hits
# GPR55 LPI antagonism = inhibition of LPI-stimulated GPR55 beta-arrestin translocation – imaging, U2OS, beta-arrestin-GFP, LPI agonist, primary screen (AID 2013); U2OS GPR55 beta-arrestin-GFP translocation imaging, LPI antagonism; higher % means a stronger effect; inhibition, % at 10 µM; hits with a dose series show IC50 in µM; 0.13% of 290,000 active;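 active = spots per cell inhibited over 60%, with over 100 cells counted and total cytoplasm intensity under 500,000; inconclusive = wells with under 100 cells, flagged as likely toxic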;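 also: U2OS cells stably carrying GPR55 and arrestin-GFP stimulated by 5 µM LPI near EC80; imaged beta-arrestin-GFP aggregate spots per cell after agonist stimulation; plate controls were LPI-stimulated DMSO wells for no effect and DMSO wells without LPI for full effect; some results filed as inactive read as strong as hits; confirmed hits need IC50 under 10 µM and bright autofluorescent wells are also inconclusive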
# NOD2 inhibition = inhibition of NOD2-driven NF-kB reporter – cell-based, luminescence, uHTS, HEK293 (AID 1566). HEK293 NOD2/NF-kB luciferase reporter, luminescence; higher % means a stronger effect. 0.63% of 290,000 active. inhibition, % at 4 µM; hits with a dose series show EC50 in µM; also: many of its hits are not listed in these tables
# Myeloid diff 2 GFP+ MAC1+ % = second read-out of Myeloid diff 2, no call of its own (marks repeat the call); GFP+ MAC1+ double positive, %; measured here: differentiation confirmed by MAC1 staining
# Starred values were filed as active, the others as inactive; i = inactive; u = inconclusive; x = not tested or not shown; [ ] = remark or other dose. Rule as the data show it, unless noted: active = inhibition above about 50%; inactive = the rest.
# Values run as follows: GPR55 activation | Myeloid diff 2 | Myeloid diff 2 GFP+ MAC1+ % | NOD1 NF-kB reporter | GPR35 arrestin U2OS | KOR beta-arrestin-1 | HIV fusion peptide | KOR beta-arrestin-2 | GPR55 LPI antagonism | NOD2 inhibition
- CC(=O)c1c(C)[nH]c(C(=O)Nc2ccccc2Cl)c1C
    -0.1% | i | 2.0 | -17% | -4% | -19% | 0.2% | -1.7% | -1% | -15%
- COCCCNC(=O)c1cccc2c(=O)c(C)c(-c3ccccc3)oc12
    0.2% | i | 0.4 | 19% | -6% | -29% | 2.1% | 2.3% | -3% | 5%
- COc1ccccc1N1CCN(C(c2cccs2)C(C)NC(=O)c2cccs2)CC1 (centres undefined)
    -0.3% | x | x | 8% | 8% | 2% | -1.2% | 15% | -3% | -7%
- Cc1ccc2nc(NC(=O)c3ccccc3F)sc2c1
    -0.1% | i | 0.0 | -70% | 6% | 4% | 1.1% | -2.3% | -11% | -152%
- O=C(COc1nsnc1N1CCOCC1)N/N=C/c1ccccc1O
    0.5% | i | 1.1 | 2% | -1% | -54% | 1.4% | 4.6% | 2% | -87%
- COc1ccc(S(=O)(=O)N/N=C(/C)c2ccc(Cl)cc2)cc1
    -0.1% | i | 6.9 | 9% | 4% | 16% | -1.2% | 1.1% | 4% | 3%
- CC(C(=O)NC1C(=O)N2C(C(=O)O)=C(CSc3nnnn3C)CSC12)n1cc(Br)cn1 (centres undefined)
    0.1% | i | 0.5 | -17% | 0% | -4% | 24% | 3.8% | 8% | -1%
- O=C(c1cc(-c2ccncc2)nc2ccc(Cl)cc12)N1CCN(Cc2ccc3c(c2)OCO3)CC1
    -0.1% | i | 0.8 | -17% | -9% | -83%[20 µM] | 0.4% | -1.3% | 5% | -2%
- CCOc1ccc(/C(O)=C2/C(=O)C(=O)N(CCN(CC)CC)C2c2ccco2)cc1 (centres undefined)
    -0.5% | i | 1.0 | -19% | -5% | 20% | -1.3% | -1.6% | -3% | 7%
- CC(=O)c1ccccc1NC(=O)CCNC(=O)c1ccco1
    -0.3% | i | 0.9 | -22% | -1% | -18% | -0.7% | 7.1% | -6% | 0%
- S=c1[nH]nc(COc2ccc3c(c2)OCO3)n1-c1ccccc1
    0.3% | i | 0.6 | -24% | 8% | 25% | -3.7% | -4.6% | 5% | 10%
- CCCNC(=O)c1c(O)c2c([nH]c1=O)CCCC2
    0.1% | i | 0.1 | -66% | 1% | 12%[20 µM] | 0.8% | x | 10% | -22%
- Cc1ccc(C(=O)Nc2ccc3c(c2)OCCO3)o1
    -0.1% | i | 1.8 | -28% | 2% | -3% | -1.4% | 1.9% | 10% | -33%
- Cc1oc(-c2ccccc2)cc1C(=O)NCc1ccncc1
    -0.2% | i | 0.4 | -7% | -7% | 7% | 0.9% | 4.5% | -4% | 23%
- CN(C)c1nc(SCCOC(=O)COc2ccc(Cl)cc2Cl)nc(N(C)C)n1
    0.2% | i | 6.9 | -19% | 24% | 5% | -4.7% | -0.3% | 7% | 11%
- CCn1nc(NS(=O)(=O)c2ccc(F)cc2)c2cc3cccc(C)c3nc21
    0.3% | i | 1.5 | 15% | 17% | -26% | 10% | -3.3% | 16% | 26%
- C=CCc1cccc(CNc2ccc(Br)cc2)c1O
    0.0% | i | 2.4 | -50% | 12% | 9% | -0.8% | -0.9% | 10% | -37%
- CCCOC(=O)Nc1ccc(S(=O)(=O)Nn2cnnc2)cc1
    -0.2% | i | 6.3 | -8% | 0% | 31% | 9.9% | -0.1% | 7% | 2%
- CC1=NN(c2ccccc2)C(=O)/C1=C/c1cc2cc(C)ccc2nc1N1CCCCC1
    -0.1% | x | x | -6% | -8% | -21% | 6.2% | 7.8% | 6% | -49%
- Cc1ccc(OCC(O)Cn2c(N3CCOCC3)nc3c2c(=O)[nH]c(=O)n3C)cc1 (centres undefined)
    -0.2% | i | 0.8 | 8% | -2% | 5% | 1.0% | 11% | 6% | 3%
- CCCCN(C(=S)Nc1cccc(SC)c1)C1CCN(C(C)=O)CC1
    -0.3% | i | 0.3 | -29% | 6% | 6% | -1.0% | -2.1% | 1% | 8%
- O=C(Cc1ccc(Br)cc1)NCc1ccccc1
    -0.1% | u | x | -16% | -6% | -171%[20 µM] | 0.1% | 1.3% | 5% | -32%
- Cc1ccc(-c2csc3ncn(CC#N)c(=O)c23)cc1C
    -0.1% | i | 0.5 | 22% | 7% | -14%[20 µM] | -0.4% | -7.9% | 14% | 12%
- O=C(CN1CCOCC1)Nc1ccc(S(=O)(=O)N2CCCCCC2)cc1
    -0.2% | i | 6.0 | -5% | 14% | -10% | -2.2% | -2.6% | 6% | -4%
- COc1ccc(C2SCCN2C(=S)Nc2ccc(F)cc2)cc1 (centres undefined)
    0.6% | i | 0.9 | -11% | 0% | -14% | -0.3% | 1.2% | 9% | 3%
- Cc1ccc(C(O)(C(=O)NN(C(=O)c2ccccc2)c2ccccc2)c2ccc(C)cc2)cc1
    0.2% | i | 0.6 | -27% | -10% | 14% | 4.3% | -8.4% | 6% | -11%
- CCOC(=O)N1CCN(C(=O)Cc2ccc(-n3c(=S)[nH]c4ccccc4c3=O)cc2)CC1
    -0.2% | i | 5.8 | -15% | -6% | -8% | 5.4% | -2.1% | 15% | -13%
- O=C(CSc1nc2ccccc2o1)Nc1nc(-c2ccccc2)c(-c2ccccc2)s1
    -0.1% | i | 0.2 | -37% | -23% | 7% | 2.9% | -0.2% | 3% | -1%
- CC1(C)Cc2c(sc(NC(=O)C(=O)N3CCOCC3)c2C(N)=O)CO1
    -0.1% | i | 2.2 | -14% | 16% | 3% | -1.3% | -1.5% | -24% | -4%
- O=[N+]([O-])c1cc(C(F)(F)F)ccc1NCCCN1CCOCC1
    0.5% | x | x | -19% | 0% | 8% | -0.2% | -6.3% | 7% | -4%
- CCOC(=O)C1=C(C)N=c2s/c(=C/c3ccc(OCC(=O)O)cc3)c(=O)n2C1c1ccc(OC)cc1OC (centres undefined)
    -0.1% | i | 0.8 | -8% | -10% | 10%[20 µM] | 41% | -6.7% | -12% | 23%
- CC(=O)c1cccc(NC(=O)CN2CCc3cc4c(cc3C2C)OCCCO4)c1 (centres undefined)
    1.2% | i | 0.7 | -25% | 7% | -32% | 0.6% | 7.5% | -16% | -1%
- C=CCOc1ccc(C2OC34CCCCC3C(C#N)(C#N)C2(C#N)C(=N)O4)cc1 (centres undefined)
    -0.1% | i | 0.8 | -99% | 2% | -2% | 13% | 5.9% | -9% | -5%
- COc1ccc(NC(=O)c2ccc(-c3ccccc3)cc2)cc1S(=O)(=O)N1CCOCC1
    -0.3% | i | 0.5 | -15% | -14% | -353% | -0.9% | 44% | -10% | 16%
- CCCOc1ccc(C(=O)NC(=S)NCc2cccnc2)cc1
    0.3% | i | 0.5 | -5% | -6% | 7% | 2.8% | 1.9% | 0% | 12%
- Cc1ccc(-n2nnnc2SCC(=O)Nc2ccc(N3CCN(C)CC3)cc2)c(C)c1
    -0.1% | i | 0.0 | -24% | 4% | -5% | -1.6% | -3.4% | 8% | -13%
- CC(C)(C)n1nnnc1C(c1cccnc1)N1CCN(c2cccc(C(F)(F)F)c2)CC1 (centres undefined)
    0.3% | x | x | -26% | 6% | -36% | 0.1% | -3.7% | -10% | 8%
- C=C(C)c1cccc(C(C)(C)NC(=O)Nc2ccc(C)cn2)c1
    0.2% | i | 0.2 | -15% | -15% | 7% | 4.4% | 2.7% | 19% | -10%
- COc1cccc(Nc2ncccc2C(=O)O)c1
    -0.2% | i | 5.7 | -43% | 14% | -18% | -3.4% | 4.5% | -5% | -55%
- O=C(CCn1c(=O)c2sccc2n(CC(=O)NCc2ccco2)c1=O)NCc1ccccc1
    0.7% | i | 1.4 | -20% | -13% | 16% | -0.8% | -0.6% | 0% | -10%
- CCCOc1ncnc2c1sc1nc3c(cc12)COC(C)(C)C3
    0.0% | i | 1.9 | -46% | 10% | -8%[20 µM] | -0.6% | 2.1% | -5% | -34%
- Cn1cc(C(=O)N2CCCCC2)c(=O)c2cc(S(=O)(=O)N3CCCC3)ccc21
    -0.1% | i | 5.9 | -32% | -14% | -29% | -0.7% | -1.2% | 15% | 13%
- CSCCC(NC(N)=O)C(=O)NCc1cccc(Cl)c1 (centres undefined)
    -0.1% | i | 1.0 | -18% | 10% | 15% | -1.2% | x | -1% | 7%
- CC(C)(C)c1cc(=O)n(-c2ccccc2)[nH]1
    -0.2% | i | 0.9 | -15% | 2% | -49% | -0.3% | 4.7% | 4% | -11%
- CC(=O)Nc1ccc(NC(=O)CSc2nnc(NC(=O)C3CC3)s2)cc1
    0.2% | i | 0.6 | -6% | -9% | 2% | 0.9% | -1.7% | 3% | 3%
- CC1=C(C)CC2C(=O)N(Cc3ccccc3)C(=O)C2C1 (centres undefined)
    -0.1% | i | 1.9 | 9% | -8% | -15% | 4.0% | -3.9% | 5% | 10%
- Cc1ccc(-c2nc3ccccc3s2)cc1S(=O)(=O)N1CCCC1
    -0.1% | i | 2.0 | -16% | -11% | 10% | 1.9% | -0.2% | 1% | -3%
- N#Cc1c(N)n(C2CCCCC2)c2nc3ccccc3nc12
    -0.1% | i | 0.8 | -14% | -4% | -32% | 0.7% | -0.3% | 9% | -22%
- CCOC(=O)N1CCC(NC(=O)c2ccc(CS(=O)c3cccc(C)c3)o2)CC1 (centres undefined)
    0.3% | i | 3.0 | -28% | 6% | -20% | -1.4% | -4.0% | 10% | 0%
- CC(C(=O)NCC1(c2ccccc2)CCOCC1)N1CCOCC1 (centres undefined)
    0.2% | i | 0.8 | -19% | 10% | 3%[20 µM] | 0.0% | x | -5% | -4%
- CC(C)CC(=O)Nc1cccc(-c2cn3ccsc3n2)c1
    0.0% | i | 0.4 | -42% | -3% | 13% | -1.6% | 0.4% | 1% | -32%
- Cn1nnnc1SCC(=O)NCc1cccc(C(=O)O)c1
    0.0% | i | 1.9 | -3% | 4% | -59% | -1.5% | -0.4% | -4% | -17%
- COc1cccc(N2CCN(S(=O)(=O)c3c(C)[nH]c(C)c3C(=O)N3CCCC3)CC2)c1
    0.9% | i | 3.3 | -10% | 2% | -2% | -2.5% | -2.9% | 5% | -17%
- Cc1ccc(S(=O)(=O)Nc2cc3c(C(=O)Nc4ccccc4)c(C)oc3c3ccccc23)cc1
    -0.2% | i | 0.5 | -20% | 1% | -20% | 13% | -3.7% | 8% | 20%
- Cc1ccc(NC(=O)c2ccccc2NC(=O)CCC(=O)O)cc1
    -0.4% | i | 0.5 | 20% | 20% | -19% | -2.3% | 5.4% | 8% | -15%
- O=C(CCCCCNS(=O)(=O)c1ccc(Br)cc1)NCCN1CCOCC1
    0.6% | i | 7.9 | -51% | -12% | -26% | 0.2% | 2.4% | 13% | -2%
- C=CCn1c(Cc2cccc3ccccc23)n[nH]c1=S
    0.7% | i | 1.0 | -11% | 7% | 2% | 2.4% | -0.1% | 3% | 0%

# Some of the compounds tested (hit frequency here may not be typical).
